Source: PubChem BioAssay (several laboratories)
PLC-beta3 inh: human PLC-beta3 inhibitors, primary screen, biochemical, fluorescence; 1-phosphatidylinositol 4,5-bisphosphate phosphodiesterase beta-3 (Homo sapiens), Q01970; hit rate 0.18% among 370,000; Purified PLC-beta3, fluorogenic substrate; inhibition, % at 12.2 µM; in the data active means inhibition above about 11%;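 further: 0% = median of compound wells on plate and 100% = full blocker control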
sPLA2-III inh: human group III sPLA2 inhibitors, primary screen, biochemical, QFRET, BODIPY PC-A2 liposome substrate | QFRET BODIPY PC-A2 liposome hydrolysis, fluorescence | inhibition, % at 12.2 µM | Group 3 secretory phospholipase A2 (Homo sapiens), Q9NZ20 | hit rate 0.56% among 370,000;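 active means inhibition above mean plus 3 SD of compounds lying within the high and low control bounds, cut at about 19% in these data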;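 further: 0% = median of test compound wells and 100% = no enzyme DMSO wells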
Target sequence (Q9NZ20 whole entry, looked up): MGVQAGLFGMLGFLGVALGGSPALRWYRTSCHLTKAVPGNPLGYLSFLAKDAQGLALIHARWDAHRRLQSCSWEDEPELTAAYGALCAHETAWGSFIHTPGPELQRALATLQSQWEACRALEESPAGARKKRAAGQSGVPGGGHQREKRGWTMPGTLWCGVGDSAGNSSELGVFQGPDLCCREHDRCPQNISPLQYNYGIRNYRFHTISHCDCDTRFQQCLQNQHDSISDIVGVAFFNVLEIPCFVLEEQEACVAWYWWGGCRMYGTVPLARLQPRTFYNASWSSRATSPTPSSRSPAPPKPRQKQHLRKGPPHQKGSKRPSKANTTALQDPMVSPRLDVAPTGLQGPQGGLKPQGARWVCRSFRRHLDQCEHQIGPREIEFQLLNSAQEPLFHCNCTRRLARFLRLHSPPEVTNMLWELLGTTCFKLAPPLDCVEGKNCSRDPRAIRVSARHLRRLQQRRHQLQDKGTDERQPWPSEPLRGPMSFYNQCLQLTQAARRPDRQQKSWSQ
ssDAF12 agonist: S. stercoralis DAF-12 nuclear receptor activators, primary screen, cell-based, luminescence, HEK293, GRIP1 co-expression, lit1-tk-luc; Nuclear hormone receptor DAF-12 (Strongyloides stercoralis); HEK293 ssDAF-12/GRIP1 lit1-tk-luc reporter; % of 3 µM dafachronic acid response; activation, % at 6.8 µM; hit rate 1% among 370,000; AID 652126, 2013;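 active means activation above the mean over all tested compounds plus 3 SD, cut at about 0.9% in these data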;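 further: 0% = DMSO-only wells and 100% = 3 µM delta7-dafachronic acid wells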
FXN GAA850 act: FXN promoter activators, primary screen, cell-based, luciferase luminescence, HEK293 lucGAA850; HEK293 lucGAA850 FXN promoter luciferase reporter, 24 h; percent of 10 µM SAHA response; activation, % at 6 µM; hit rate 0.56% among 360,000; AID 540364, 2011;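 active means activation above the average of all compounds screened plus 3 SD, cutoff fixed separately per campaign, cut at about 7.5% in these data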;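 further: 0% = DMSO wells and 100% = 10 µM SAHA wells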
SMARCA2 activ: SMARCA2 (BRM) function activators, primary screen, cell-based, luminescence, high throughput | hit rate 1% among 370,000 | MG213 cells, MMTV-luciferase reporter, dexamethasone, overnight | activation, % at 9.1 µM; in the data active means activation above about 7.8%;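 further: 0% = vehicle wells and 100% = reference activator wells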
DAX1 inh-1: DAX1 (NR0B1) inhibitors, primary screen, cell-based, HEK293, Gal4-DAX1, luciferase luminescence | Nuclear receptor subfamily 0 group B member 1 (Homo sapiens), P51843 | HEK293 Gal4-DAX1 luciferase reporter | inhibition, % at 6.75 µM | hit rate 0.99% among 340,000 | AID 504766, 2011;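 active means inhibition above the mean over all tested compounds plus 3 SD, cut at about 4.2% in these data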;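 further: 0% = DAX1-transfected cells with DMSO and 100% = empty-vector control cells with DMSO; inhibition shows as a rise in luminescence from relieved DAX1 repression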
Target sequence (P51843 207-470 limits assumed): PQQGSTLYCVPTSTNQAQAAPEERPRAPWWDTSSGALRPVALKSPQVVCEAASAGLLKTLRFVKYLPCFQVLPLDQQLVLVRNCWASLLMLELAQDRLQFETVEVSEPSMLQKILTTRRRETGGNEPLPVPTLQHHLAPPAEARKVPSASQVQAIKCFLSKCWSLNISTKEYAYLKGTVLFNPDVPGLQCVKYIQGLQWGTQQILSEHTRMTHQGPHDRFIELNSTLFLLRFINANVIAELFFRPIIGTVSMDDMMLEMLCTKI
DAX1 inh-2: DAX1 (NR0B1) inhibitors on StAR promoter, primary screen, cell-based, luminescence, SF-1 (NR5A1), full-length DAX-1; HEK293T StAR-luciferase reporter, SF-1/DAX-1 repression relief; inhibition, % at 6.8 µM; hit rate 1.1% among 370,000; AID 652010, 2013;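 active means inhibition above the mean over all tested compounds plus 3 SD, cut at about 3.6% in these data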;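 further: 0% = DAX-1 cells with DMSO and 100% = cells lacking DAX-1 with DMSO; higher inhibition means more luminescence from relief of DAX-1 repression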
hgDAF-12 ag: H. glycines DAF-12 receptor agonists, primary screen, cell-based, luminescence, HEK293, GAL4 fusion, UAS-luciferase | activation, % at 6.8 µM | Nuclear hormone receptor DAF-12 (Heterodera glycines), GAL4 fusion | HEK293 GAL4-hgDAF12 UAS-luciferase reporter, agonist luminescence; normalized to butyrate control | AID 687014, 2013 | hit rate 1.8% among 370,000;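 active means activation above a cutoff set at the mean of all screened compounds plus 3 SD, cut at about 10% in these data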;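 further: 0% = DMSO wells and 100% = sodium butyrate wells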
hcDAF-12 act: H. contortus DAF-12 nuclear receptor activators, primary screen, cell-based, luminescence, HEK293, lit1-tk-luc reporter | activation, % at 6.8 µM | HEK293 hcDAF-12 lit1-tk-luc reporter; 0% DMSO, 100% Δ7-dafachronic acid | hit rate 1.4% among 370,000;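 active means activation above the mean of all tested compounds plus 3 SD, cut at about 5.5% in these data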;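 further: 100% = response to 3 µM Δ7-dafachronic acid high control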
PG9 binder: binders of HIV-1 gp120 antibody PG9, primary screen, biochemical, TR-FRET. HIV-1 gp120 / PG9 antibody interaction. TR-FRET gp120-PG9 antibody binding. inhibition, % at 6.7 µM. hit rate 0.43% among 360,000. AID 624416, 2012; in the data active means inhibition above about 8.5%
NR1D1 modulator: modulators of Rev-erb alpha DNA binding, primary screen, biochemical, FITC-DNA, fluorescence polarization, uHTS; activity, % at 10 µM; hit rate 0.79% among 370,000; Rev-erbα–FITC-DNA binding, 90 min; AID 1259318, 2017;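 active means activity above about 14%, limit read from the data; passing the limit was not always enough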;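 further: 0% = DMSO wells with 35 nM protein and 100% = DMSO wells with 750 nM protein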
* marks the source's active call; other numbers are inactive results; x = not tested or not shown.

SMILES	PLC-beta3 inh	sPLA2-III inh	ssDAF12 agonist	FXN GAA850 act	SMARCA2 activ	DAX1 inh-1	DAX1 inh-2	hgDAF-12 ag	hcDAF-12 act	PG9 binder	NR1D1 modulator
Cc1ccc(NC(=O)c2ccc(OC(=O)c3cc4ccccc4o3)cc2)cc1	0	3	0.6	3.0	9.1*	2.0	1.2	8.6	4.5	0.7	0
CC(C)(CO)NS(=O)(=O)c1ccc2c(c1)Cc1cc(S(=O)(=O)NC(C)(C)CO)ccc1-2	-4	-23	-1.6	2.3	1	2.0	-0.2	-1.8	-0.9	-3.1	5
COc1ccc(CNS(=O)(=O)c2ccc(C)cc2)cc1	-1	-11	-0.8	1.6	0	1.1	-0.4	1.1	1.0	0.5	-6
Cc1ccc(S(=O)(=O)Nc2cc(=O)[nH]c(SCC(=O)Nc3ccccc3Cl)n2)cc1	-1	-37	-1.4	0.7	-4	-0.5	-0.6	-2.3	-0.6	-0.3	4
O=C(CSc1nc(Nc2ccccc2)nc(N2CCOCC2)n1)NC1CCCCC1	-4	3	-1.4	3.2	-2	1.1	1.6	0.3	-1.5	-0.4	2
O=C(NCc1ccc2c(c1)OCO2)C(C(=O)c1ccccc1)n1cc(Cl)ccc1=O (centres undefined)	-2	7	-1.5	-0.3	-3	2.3	0.5	1.4	0.4	0.6	-3
C=C(C)CN(CC)C(=O)CCc1nnc(CCCc2ccccc2)o1	2	8	-0.1	3.5	2	1.9	1.1	17*	3.7	-1.7	-4
CC1=C(C(=O)Nc2ccccc2C(F)(F)F)C(c2sccc2C)NC(=S)N1 (centres undefined)	0	15	-1.4	3.8	-1	-0.8	-0.4	-2.1	0.4	1.6	-6
COc1cc(NCc2ccccc2O)c2ncccc2c1	-31	13	0.3	1.7	-1	0.9	-0.3	-4.0	0.1	0.5	-1
COc1ccc(-n2cc(CNC3CCC(O)CC3)c(-c3cccc(F)c3)n2)cc1 (centres undefined)	-2	-15	-1.5	1.6	-1	-0.5	0.6	0.1	-0.6	-3.1	-1
O=c1[nH]c(=S)[nH]nc1Cc1ccccc1	-2	15	-1.3	3.0	-3	-0.6	-0.5	2.9	-0.5	1.4	-6
Oc1ccc(Br)cc1CNc1ccccn1	-8	-13	-1.1	-1.5	0	0.7	0.1	5.2	-0.8	-2.3	-1
CCN(Cc1nc(-c2cccc(C)c2)no1)C(=O)c1ccc2c(c1)OCO2	-10	-11	-1.1	0.8	-1	3.9	0.6	0.8	0.0	-2.9	-1
Cc1c(CCCC(=O)O)sc(N)c1C(=O)c1cccc(C(F)(F)F)c1	-23	-11	-1.0	-0.4	-1	0.3	0.0	-0.1	-1.3	1.8	3
C#CCN(C[C@H]1[C@H](OC(=O)NC2CC2)[C@H](OC(=O)NC2CC2)C[C@@H](C(=O)OC)[C@H]1C(=O)OC)S(=O)(=O)c1ccc(C)cc1	1	1	-0.8	-1.7	0	1.2	0.1	-0.3	-0.2	0.1	-6

Single records (already shown). Order of values: PLC-beta3 inh	sPLA2-III inh	ssDAF12 agonist	FXN GAA850 act	SMARCA2 activ	DAX1 inh-1	DAX1 inh-2	hgDAF-12 ag	hcDAF-12 act	PG9 binder	NR1D1 modulator
Entry for Cc1ccc(NC(=O)c2ccc(OC(=O)c3cc4ccccc4o3)cc2)cc1 = 0	3	0.6	3.0	9.1*	2.0	1.2	8.6	4.5	0.7	0
Entry for C=C(C)CN(CC)C(=O)CCc1nnc(CCCc2ccccc2)o1 = 2	8	-0.1	3.5	2	1.9	1.1	17*	3.7	-1.7	-4

(continued)
SMILES	PLC-beta3 inh	sPLA2-III inh	ssDAF12 agonist	FXN GAA850 act	SMARCA2 activ	DAX1 inh-1	DAX1 inh-2	hgDAF-12 ag	hcDAF-12 act	PG9 binder	NR1D1 modulator
CN(CC(=O)Nc1cccc(F)c1)C(=O)c1cc([N+](=O)[O-])ccc1N1CCOCC1	0	0	-0.8	0.9	-1	-0.4	1.5	-0.1	0.6	-1.0	-5
CC(C)Oc1ccc(C(=O)N2CCCc3ccccc32)cc1	-1	-3	-0.8	-1.7	3	-0.1	0.2	-0.2	1.6	-0.4	-6
COc1cc(C(CCN2CCCCC2)c2c(OC)cc(OC)c3c(C)cc(=O)oc23)cc(OC)c1OC (centres undefined)	-4	7	-1.3	-0.4	0	1.9	0.1	-1.1	-0.7	1.8	1
C/C(=N\NC(=O)c1cccc(Br)c1)c1cccc(NC(=O)c2ccc(C)o2)c1	3	5	-1.2	-0.3	7	-0.1	0.6	6.8	0.6	-2.5	6
O=C(O)CCCC(=O)N(Cc1ccccc1)Cc1ccccc1	3	-1	-1.6	-1.4	-3	0.4	-0.5	4.7	-0.1	1.2	2
Cc1cccc(CSC2=CS(=O)(=O)c3ccccc3N2)c1	4	-27	-1.2	-0.8	0	0.2	0.6	-1.0	-1.4	-1.5	-4
O=C(O)c1c[nH]c(=O)c2ccccc12	-3	1	-1.7	2.6	1	-0.2	-0.3	4.8	0.4	1.2	-1
CCOC(=O)CNC(=O)CSc1nc(-c2ccc(OC)cc2)ns1	-3	-2	-1.7	2.2	0	0.0	-0.6	0.9	0.3	0.6	-3
CCOCCc1nnc(NC(=O)Cc2ccc(Br)cc2)s1	-1	-2	-1.1	1.6	-3	0.0	-0.5	3.7	2.0	3.2	4
COc1cc(C(=O)Nc2cccc(-n3cnnn3)c2)cc(Cl)c1OC	-9	-6	-1.2	-1.4	-6	-0.3	-0.8	-2.0	0.2	-0.3	-3
CNc1ncc(-c2nnnn2-c2ccccc2)c(-c2ccccc2)n1	-44	-7	-1.2	0.9	-1	1.8	-0.1	-0.9	-0.3	0.2	0
NC(=O)C1=C[C@@H](c2coc3ccccc3c2=O)C[C@@H](OCCCCO)O1	2	9	-1.4	0.7	0	2.4	-0.1	0.8	-0.8	0.0	-7
O=C(CNC(=S)N(CCCN1CCOCC1)Cc1cccs1)NCc1ccc(Cl)cc1	-2	-5	-1.0	-0.3	5	0.6	-0.6	-1.7	0.2	0.3	3
Cc1c(NS(=O)(=O)c2cccc(C(=O)NCc3ccccc3Cl)c2)c(=O)n(-c2ccccc2)n1C	-7	-5	-0.7	-1.3	-5	2.7	0.8	-0.5	0.8	-0.1	-4
C=CCNCCCOc1ccc(Cl)cc1C(C)(C)C	0	2	-0.6	0.5	-1	-0.7	-0.2	-4.3	-1.1	-1.7	6
CCN(C(=O)COC(=O)CNC(=O)C12CC3CC(CC(C3)C1)C2)C1CCS(=O)(=O)C1 (centres undefined)	5	6	-0.8	-0.1	-1	-0.1	-0.8	-7.5	-6.1	-2.6	5
COc1ccc(OC)c(S(=O)(=O)NC2CC(=O)N(c3cccc(F)c3)C2)c1 (centres undefined)	-1	-10	-1.4	2.3	-1	-0.2	-0.5	-3.1	0.1	-0.4	1
CCC(c1nnnn1C1CCCC1)N1CCC(C(N)=O)CC1 (centres undefined)	0	3	-0.9	2.9	0	x	-0.4	-0.1	-1.4	-2.9	-4
Cc1cccc2nc(CSc3nc4ccccc4o3)cn12	0	-1	-1.2	1.4	3	-0.7	0.6	0.2	-0.1	-1.5	1
CN(C)C1C(=O)c2ccccc2C1=O	-4	7	-1.0	-0.6	-3	-0.1	-0.3	0.9	-0.9	-1.2	-2
COCCn1c(CCc2ccccc2)n[nH]c1=S	2	6	-0.9	1.4	-3	1.1	0.8	2.0	-1.4	-0.6	3
NC(=O)c1ccccc1NC(=O)c1ccccc1F	1	0	-0.8	0.1	5	-0.6	0.5	7.1	1.4	1.7	3
O=C(Nc1ncc([N+](=O)[O-])s1)c1ccccc1Br	-7	-6	-0.2	1.9	0	1.1	-0.1	5.6	3.0	-1.6	-4
CC(C)=CCC[C@H](C)C[C@@H]1Cc2[nH][nH]c(=O)c2[C@@H](c2ccc(F)cc2)O1	0	-27	-1.6	x	-2	x	-1.2	0.5	-1.9	0.2	4
CCC1(C)NC(=O)N(CC(=O)N2CCN(c3cccc(Cl)c3)CC2)C1=O (centres undefined)	-3	3	-1.7	-0.1	4	-0.8	0.4	-1.6	-0.7	-1.0	-3
COc1ccc(C(=O)Nc2ccc(Cl)cn2)cc1S(=O)(=O)N1CCCC1	-10	7	-1.2	1.9	3	-0.3	-1.9	2.2	-2.0	2.7	-6
Cn1c(NCc2ccccc2Cl)nc2ccccc21	1	-1	-0.7	4.4	4	8.2*	6.5*	8.8	2.3	-0.3	-7
Cc1ccc(NC(=O)c2oc3ccc(Br)cc3c2C)cc1S(=O)(=O)N1CCOCC1	-6	3	-0.2	-0.9	2	0.6	1.2	-1.3	-0.9	-0.6	8
Cc1cc2nc(N3CCN(C(=O)c4ccco4)CC3)sc2cc1C	2	-7	-0.8	2.5	5	0.7	3.1	2.3	-1.4	-1.5	-6
CC1(C)CC(=O)N(CC(=O)O)c2ccccc2S1	-3	-5	-1.3	2.3	-1	0.2	-0.5	-0.1	-1.5	0.6	-1
Cc1cc(NC(=O)c2cccnc2)ccc1Br	-6	0	-0.4	4.5	3	2.8	0.2	5.2	-0.1	0.1	4
COc1ccc(NC(=O)N(C)C[C@@H]2OCc3ccccc3-c3c(n(C)c4ccccc34)C(=O)N([C@H](C)CO)C[C@H]2C)c(OC)c1	0	-2	0.0	-2.4	-5	-0.5	-0.2	0.2	-1.7	-0.1	2
Cc1ccc(N2CCN(C(=S)c3ccc(-c4ccccc4[N+](=O)[O-])o3)CC2)cc1	-26	-1	0.1	0.8	5	0.1	-0.2	0.2	2.7	-1.5	5

Some entries already given, reduced to DAX1 inh-2.
Molecule | DAX1 inh-2
CCC1(C)NC(=O)N(CC(=O)N2CCN(c3cccc(Cl)c3)CC2)C1=O (centres undefined) | 0.4
COc1ccc(C(=O)Nc2ccc(Cl)cn2)cc1S(=O)(=O)N1CCCC1 | -1.9
Cn1c(NCc2ccccc2Cl)nc2ccccc21 | 6.5*
Cc1ccc(NC(=O)c2oc3ccc(Br)cc3c2C)cc1S(=O)(=O)N1CCOCC1 | 1.2
Cc1cc2nc(N3CCN(C(=O)c4ccco4)CC3)sc2cc1C | 3.1
CC1(C)CC(=O)N(CC(=O)O)c2ccccc2S1 | -0.5
